Apoferritin bind: binds horse apoferritin like a general anesthetic; apoferritin/1-aminoanthracene competitive binding, fluorescence; P02791; Potency, µM (highest dose often 77.5 µM), inactives show top-dose activity change, negative = displacement, actives largely listed as inhibitors; AID 485281; 0.074% of 350,000 active; further: potency means the concentration at half of the fitted maximal effect; on the % scale 0 is the no-effect control and ±100 the full control effect; nearly all actives have a fitted effect of over 20% in size
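Steps: apoferritin (10 uM) was premixed with half-saturated 1-AMA in PBS, compounds were pin-transferred, plates stood 10 min at room temperature, fluorescence was read at 380/535 nm, and curves were fitted with a Hill equation.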
POLB inh: blocks human DNA polymerase beta activity. P06746. Pol beta primer extension/strand displacement, fluorescence kinetic. Potency, µM (doses to about 114 µM), for the others: at the highest dose activity change, negative = inhibition, hits mostly inhibitors. 1.3% of 340,000 active. AID 485314; further: potency means the concentration at half of the fitted maximal effect; on the % scale 0 is the no-effect control and ±100 the full control effect
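Curves were derived by four-parameter Hill fits of normalized qHTS data. The kinetic fluorescent primer-extension read was taken at 0 and 10 min after 50 nM substrate, following a 15 min room-temperature preincubation of 10 nM enzyme with compounds.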
ALOX12 inh: inhibitors of human 12S-lipoxygenase ALOX12; purified 12hLO, xylenol orange hydroperoxide absorbance; Potency, µM (highest dose often 108 µM), without a hit: at the top dose activity change, negative = inhibition, hits mostly inhibitors; 1.1% of 580,000 active; AID 1671190; further: potency means the concentration at half of the fitted maximal effect; on the % scale 0 is the no-effect control and ±100 the full control effect
Target sequence (P18054 whole entry, looked up): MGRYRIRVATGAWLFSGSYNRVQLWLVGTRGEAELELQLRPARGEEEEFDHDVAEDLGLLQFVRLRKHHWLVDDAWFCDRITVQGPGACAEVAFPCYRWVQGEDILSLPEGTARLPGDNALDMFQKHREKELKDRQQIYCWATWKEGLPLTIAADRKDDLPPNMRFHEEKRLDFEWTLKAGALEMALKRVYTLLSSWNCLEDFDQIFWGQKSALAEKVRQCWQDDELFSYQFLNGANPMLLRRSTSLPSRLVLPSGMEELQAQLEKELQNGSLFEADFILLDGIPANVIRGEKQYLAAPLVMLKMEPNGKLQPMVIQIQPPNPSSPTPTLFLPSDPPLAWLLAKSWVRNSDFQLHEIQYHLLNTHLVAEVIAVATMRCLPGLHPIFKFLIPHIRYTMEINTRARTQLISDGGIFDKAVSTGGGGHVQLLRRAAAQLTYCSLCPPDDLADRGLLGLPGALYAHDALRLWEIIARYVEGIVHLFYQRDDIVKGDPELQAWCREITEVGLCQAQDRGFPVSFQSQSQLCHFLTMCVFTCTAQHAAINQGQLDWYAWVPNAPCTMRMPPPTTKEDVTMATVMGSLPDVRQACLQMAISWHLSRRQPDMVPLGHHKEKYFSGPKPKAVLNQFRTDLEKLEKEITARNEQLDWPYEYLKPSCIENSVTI
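Hydroperoxide product was detected by ferrous iron/xylenol orange as the 573 to 405 nm absorbance ratio. Arachidonic acid at 40 uM (final) was turned over for 30 min at room temperature by 150 nM human 12hLO, pH 7.0 Hepes buffer, after 15 min compound preincubation.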
APE1 inh: APE1 (human) endonuclease inhibition | P27695 | Potency, µM (series often up to 65.8 µM), for inactives: at the highest dose activity change, negative = inhibition, usual class: inhibitors | 0.35% of 350,000 active | recombinant APE1, TAMRA/BHQ-2 abasic DNA cleavage fluorescence | AID 2517;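 further: potency means the concentration at half of the fitted maximal effect; plate controls were vehicle for no effect and reference inhibitor for full effect; nearly all actives have a fitted effect of over 55% in size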
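Compound pre-exposure to 0.75 nM APE1, 15 min at ambient temperature. Reaction initiated with 50 nM TAMRA/BHQ-2 THF substrate, read immediately in kinetic mode, 525 nm excitation, 598 nm emission.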
Pol iota inh: inhibitors of human DNA polymerase iota. Q9UNA4. Pol iota fluorescent replication assay, 10 min. Potency, µM (series often up to 115 µM), for inactives: top-dose activity, negative = inhibition, usual class: inhibitors. 1% of 390,000 active. AID 588590; further: potency means the concentration at half of the fitted maximal effect
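Fluorescent replication assay read twice, at 0 min and 10 min after adding 50 nM (final) substrate. Enzyme (10 nM) and compounds were first incubated 15 min at room temperature; enzyme-free buffer wells were negative controls.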
ERG-DNA inh: ERG Ets/DNA interaction inhibition; Potency, µM (series often up to 76.9 µM), inactives show at the highest dose FP activity, negative = inhibition, hits mostly inhibitors; 0.028% of 370,000 active; AID 624246; fluorescence polarization, His-ERG Ets domain / labelled DNA; active means well fitted inhibition curve with a large enough effect in the polarisation, with a control signal flat; inconclusive means small, poorly fitted or top-dose-only effect, or effect the other way, or a change in a side signal; inactive means no such curve, though single readings can be large or run the other way; the % refers to the polarisation;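 further: polarization taken with two DNA probes labelled with fluorescein and Texas red; potency means the concentration at half of the fitted maximal effect; % of control where 0% means no effect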
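His-tagged ERG Ets domain (1 uM in the protein solution; 300mM KCl, 50mM Tris-HCl, 1mM EDTA, 1mM DTT, pH 7.5) received compound, then a probe mix of 5 nM fluorescein-DNA and 100nM Texas-615-DNA. Fluorescence polarization was read for both dyes.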
POLK inh: blocks human DNA polymerase kappa activity; purified Pol kappa, fluorescent DNA synthesis assay, 10 min; Potency, µM (titrated, usually from 107 µM), without a hit: at the top dose activity, negative = inhibition, actives largely listed as inhibitors; 0.53% of 400,000 active; AID 588579; further: potency means the concentration at half of the fitted maximal effect; on the % scale 0 is the no-effect control and ±100 the full control effect
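Fluorescent qHTS in 1536-well format: enzyme (10 nM) and compound sat 15 min at room temperature before 50 nM substrate (final) was added. Signal taken at 0 and 10 min; no-enzyme buffer wells were negative controls.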
BLM helicase inh: blocks DNA unwinding by human BLM helicase. P54132. recombinant BLM DNA unwinding, fluorescence dequenching. Potency, µM (doses to about 56.1 µM), for the others: at the highest dose activity change, negative = inhibition, actives largely listed as inhibitors. 0.2% of 350,000 active. AID 2528;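 further: potency means the concentration at half of the fitted maximal effect; plate controls were vehicle for no effect and no enzyme for full effect; nearly all actives have a fitted effect of over 35% in size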
TRHR agonist: activates the human TRH receptor; P34981; TRHR cells, calcium flux fluo-8, FDSS agonist mode; activation, % at 2 µM; 0.18% of 360,000 active; in the data active means activation above about 30%; further: 0% is about no effect
Target sequence (P34981 whole entry, looked up): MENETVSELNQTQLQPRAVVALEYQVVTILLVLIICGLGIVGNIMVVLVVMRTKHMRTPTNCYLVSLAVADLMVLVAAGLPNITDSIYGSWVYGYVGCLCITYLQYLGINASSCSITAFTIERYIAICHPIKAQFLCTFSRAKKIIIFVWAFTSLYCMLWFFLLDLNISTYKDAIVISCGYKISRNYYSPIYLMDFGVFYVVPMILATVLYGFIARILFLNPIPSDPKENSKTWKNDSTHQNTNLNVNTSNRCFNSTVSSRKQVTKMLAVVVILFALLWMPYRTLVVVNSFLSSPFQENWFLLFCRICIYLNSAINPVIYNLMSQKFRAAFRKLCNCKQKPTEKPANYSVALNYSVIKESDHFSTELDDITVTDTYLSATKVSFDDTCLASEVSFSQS
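In this calcium-flux screen, cells bearing human TRHR are dye-loaded with fluo-8, baselined for 10 cycles, then exposed to library compounds; positive kinetic calcium responses during the agonist phase mark hits, with TRH as control.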
An asterisk follows results filed as active; ? = inconclusive; . = no result given; & = joins results of further samples; [ ] = dose if it differs, or a comment. Unless noted, the call rests on the fitted dose curve; in most records, active means well fitted curve in the direction sought with a large enough effect; inconclusive means small, poorly fitted or top-dose-only effect, or another doubt; inactive means no such curve, though single readings can be large; an effect the other way counts as inactive or inconclusive. Not all compounds are listed, so the mix of outcomes need not match the whole.

1) COc1cccc(CNC(=O)CCNS(=O)(=O)c2cccs2)c1
2) CCCN1CCC(=O)N(CCSc2ccc(C)cc2)CC1
3) COc1ccc(NC(=O)CN(C)C(=O)CCc2c[nH]c3ccccc23)cc1
4) CCOC(=O)C1=C(C)N=C2SC(C)C(=O)N2C1c1ccc(OC(C)=O)c(OC)c1 (centres undefined)
5) Cc1cccc(OCC(=O)Nc2ccc(NC(=O)c3ccco3)c(C)c2)c1
6) CCCN1C(=O)S/C(=C\c2ccc(N3CCOCC3)cc2C)C1=O
7) COc1ccc(CCCNC(=O)C2CCC(=O)N(Cc3ccc(Cl)cc3)C2)cc1 (centres undefined)
8) O=C(Cc1ccc(Cl)cc1)NNC1CC(=O)N(c2ccc3ccccc3c2)C1=O (centres undefined)

assay / entry	1	2	3	4	5	6	7	8
Apoferritin bind	2%	2%&-12%	-8%	-18%	-13%	-8%	-6%	4%
POLB inh	-12%	0%	1%	0%	15%	16%	-18%	23%
ALOX12 inh	0%	2%	-17%	-7%	7%	.	-14%	-2%
APE1 inh	14%	-4%&0%	21%	-14%	58%[activator]	13%	0%	2%
Pol iota inh	29%	-12%&34%	96%[activator]	?	30%	.	-1%	-11%
ERG-DNA inh	-2%	9%	12%	9%	-4%	.	1%	4%
POLK inh	-2%	10%&3%	0%	-7%	-5%	.	-18%	-5%
BLM helicase inh	0%	7%&0%	-3%	1%	0%	-2%	0%	-1%
TRHR agonist	0.5	-0.5	-0.3	0.2	-1.7	-0.6	-0.2	0.0

9) CCOc1ccc(CC(=O)NNC(=S)NC)cc1Br
10) CCCCn1c(N)c(N(CCOC)C(=O)CSc2nnc(-c3ccc(F)cc3)n2N)c(=O)[nH]c1=O
11) COc1ccccc1Oc1nc(C)c(C(C)=O)cc1C#N
12) CCCCOc1ccc(-c2c(C#N)c(N)[nH]c(=S)c2C#N)cc1
13) COc1ccc2c3n(nc2c1)CCN=C3c1ccc(Cl)cc1
14) CC(C)(C)OC(=O)N/N=C\c1ccc[nH]1
15) CN(C)S(=O)(=O)Oc1cccc(C(=O)Nc2ccc(Cl)c(Cl)c2)c1
16) CN(C)c1ccc(/C=N/n2c(COc3ccccc3)n[nH]c2=S)cc1

assay / entry	9	10	11	12	13	14	15	16
Apoferritin bind	-1%	.	-10%	-10%	.	-5%	-17%	1%
POLB inh	6%	.	1%	0%	.	0%	14%	2%
ALOX12 inh	0%	-25%	4%	?	-16%	-36%	-9%	?
APE1 inh	-4%	40%	-5%	11%	28%	20%	-3%	-3%
Pol iota inh	157%[activator]	129%[activator]	15%	22%	-4%	-10%	?	21%
ERG-DNA inh	6%	-8%	28%	-11%	6%	-10%	2%	1%
POLK inh	-2%	-14%	-14%	-14%	-11%	-17%	-14%	-14%
BLM helicase inh	-2%	.	-4%	-2%	.	-1%	-10%	-7%
TRHR agonist	-0.5	0.3	-1.0	0.2	-0.1	-0.3	1.4	-0.2

Entries of single compounds, quoted from the list. Screens in order: Apoferritin bind	POLB inh	ALOX12 inh	APE1 inh	Pol iota inh	ERG-DNA inh	POLK inh	BLM helicase inh	TRHR agonist
`COc1ccc2c3n(nc2c1)CCN=C3c1ccc(Cl)cc1` across the screens: .	.	-16%	28%	-4%	6%	-11%	.	-0.1
`CCCCOc1ccc(-c2c(C#N)c(N)[nH]c(=S)c2C#N)cc1` across the screens: -10%	0%	?	11%	22%	-11%	-14%	-2%	0.2
`CCOc1ccc(CC(=O)NNC(=S)NC)cc1Br` across the screens: -1%	6%	0%	-4%	157%[activator]	6%	-2%	-2%	-0.5
`CC(C)(C)OC(=O)N/N=C\c1ccc[nH]1` across the screens: -5%	0%	-36%	20%	-10%	-10%	-17%	-1%	-0.3

Next section
17) Cc1nn(-c2ccccc2)c(N)c1N=O
18) COC(=O)c1cc(S(=O)(=O)Nc2c(C)cccc2C)cn1C
19) CC(=O)Nc1ccc(S(=O)(=O)Nc2nc3ccccc3nc2N2CCOCC2)cc1
20) O=C(O)CSc1nc2ccccc2n1Cc1ccccc1
21) CC(=O)N1CCc2c(sc3c2c(=O)n(CCc2ccccc2)c(=O)n3CC(=O)Nc2ccccc2F)C1
22) Cc1nc2nc(-c3ccccc3)[nH]n2c(=O)c1Cc1ccccc1
23) O=c1c(CCc2ccccc2)nc2cnc(N3CCNCC3)nc2n1Cc1cccs1
24) CC(=O)Nc1ccc(S(=O)(=O)N2CCC(NC(=O)c3ccccc3)CC2)cc1

assay / entry	17	18	19	20	21	22	23	24
Apoferritin bind	4%	-12%	.	-5%	-8%	-2%	.	-1%
POLB inh	13%	-1%	.	13%	1%	?	.	26%
ALOX12 inh	0%	4%	-9%	?	-12%	-1%	0%	0%
APE1 inh	6%	-2%	-10%	26%	.	0%	-5%	7%
Pol iota inh	9%	-23%	46%[activator]	106%[activator]	-17%	12%	.	13%
ERG-DNA inh	-1%	-8%	5%	10%	-4%	11%	.	-7%
POLK inh	-10%	-20%	-21%	-2%	-23%	-3%	0%[60.1 µM]	-8%
BLM helicase inh	0%	1%	.	-3%	-7%	0%	-4%	2%
TRHR agonist	-0.2	-1.0	.	0.5	0.6	-0.3	.	0.2

25) Cc1cc(C(=O)CSc2nnnn2-c2ccc(O)cc2)c(C)n1C
26) O=C(NC(Cc1ccccc1)C(=O)O)/C(=C/c1ccccc1)NC(=O)c1cccc(Br)c1 (centres undefined)
27) Cc1sc2ncnc(N3CCOCC3)c2c1C
28) CC(C)NC(=O)Nc1ccc2c(c1)C(=O)N([C@H](C)CO)C[C@H](C)[C@@H](CN(C)S(C)(=O)=O)O2
29) O=C(CCN1C(=O)/C(=C/C=C/c2ccccc2)SC1=S)Nc1ccccn1
30) COc1ccc(C2CC(c3cccs3)=NN2C(=O)COC(=O)c2cncc(Br)c2)cc1OC (centres undefined)
31) COc1ccc(NC(=O)CN(C)C(=O)c2sc3ccccc3c2Cl)cc1
32) COc1ccc(CNC(=O)COC(=O)CCOc2ccc(C)cc2)cc1OC

assay / entry	25	26	27	28	29	30	31	32
Apoferritin bind	-5%	-6%	-11%	.	-5%	-24%	.	.
POLB inh	0%	1%	1%	.	1%	-20%	.	.
ALOX12 inh	2%	-13%	12%	10%	?	-8%	?	-13%
APE1 inh	2%	4%	-2%	50%[activator]	36%	2%	-13%	-11%
Pol iota inh	1%	16%	-4%	31%[activator]	100%[activator]	76%[activator]	28%	20%
ERG-DNA inh	18%	2%	8%	-12%	25%	1%	-3%	-7%
POLK inh	-7%	-20%	-1%	15%	-5%	-20%	-20%	-2%
BLM helicase inh	-5%	-9%	0%	.	1%	-7%	.	.
TRHR agonist	-0.7	0.5	0.4	.	0.3	0.9	-0.4	0.4

33) COc1cccc(CC(=O)N[C@@H](CCSC)c2nc3ccccc3[nH]2)c1
34) O=C(c1cnc2c(c1)COc1ccc(Cl)cc1-2)c1ccccc1O
35) O=C(N/N=C\c1ccc(Cl)cc1)c1sccc1-n1cccc1
36) O=C(O)COCc1nc2ccccc2[nH]1
37) COc1ccc(NC2CCCN(C(=O)c3cccnc3)C2)cc1 (centres undefined)
38) CCOC(=O)C1CCCN(S(=O)(=O)c2cc(C(=O)OC)n(C)c2)C1 (centres undefined)
39) COc1cc(NC(=O)c2ccnc(N)c2)cc(C(=O)Nc2cccc(C(F)(F)F)c2)c1
40) Cc1ccc(-c2noc(-c3nnn(CC(=O)Nc4cc(Cl)ccc4C)c3N)n2)cc1

assay / entry	33	34	35	36	37	38	39	40
Apoferritin bind	-6%	-6%&-11%	-18%	-5%	-2%	-11%	-23%	1%
POLB inh	2%	-1%&3%	8%	-12%	-24%	35%	0%	-4%
ALOX12 inh	-3%	-14%&147%	23%	?	4%	-6%	?	2%
APE1 inh	8%	-8%	-11%	-7%	-20%	6%	8%	.
Pol iota inh	158%[activator]	18%&-2%	17%	-2%	1%	6%	?	12%
ERG-DNA inh	3%	-12%&-7%	-3%	-1%	-3%	2%	5%	-5%
POLK inh	-1%	-17%&-3%	-2%	-13%	1%	2%	-3%	-9%
BLM helicase inh	-1%	-4%&0%	0%	0%	-3%	0%	-10%	-7%
TRHR agonist	-1.6	4.2&-0.1	-0.2	1.9	-1.1	-0.4	0.3	0.5

41) CCCC(O)(CCN(C)C)c1ccc(OC)cc1 (centres undefined)
42) Cc1ccccc1CSCCNC(=O)CN(c1ccc2c(c1)OCO2)S(C)(=O)=O
43) COc1cccc2cc3c(=O)n(-c4ccccc4)nc-3oc12
44) COc1cc(C(=O)N(Cc2ccc(F)cc2)C2CCS(=O)(=O)C2)cc(OC)c1OC (centres undefined)
45) CCOC(=O)CCCCCC(=O)Nc1ccc2c(c1)CC(=O)N([C@H](C)CO)C[C@H](C)[C@H](CN(C)S(=O)(=O)c1ccc(OC)cc1)O2
46) O=C(COC(=O)C1=COCCO1)Nc1cccc(S(=O)(=O)N2CCOCC2)c1
47) O=C1NC(=O)C(c2ccccc2)(c2ccccc2)N1

assay / entry	41	42	43	44	45	46	47
Apoferritin bind	-6%	?	-5%	-6%	.	-14%	1%&1%&-3%&-5%
POLB inh	-4%	2%	3%	37%	.	30%	-16%
ALOX12 inh	-7%	4%	36%[activator]	-5%	?	-57%	-22%
APE1 inh	-1%	-5%	-3%	?	0%	11%	4%&-2%&2%&-3%&0%&-2%&-1%&8%
Pol iota inh	15%	?	29%	15%	-1%	36%[activator]	1%
ERG-DNA inh	-1%	5%	-2%	-1%	-13%	-9%	?
POLK inh	-4%	0%	-9%	-3%	1%	-3%	-4%[60.1 µM]
BLM helicase inh	0%	-3%	2%	1%	.	-7%	-4%&-4%&-13%&-6%&1%
TRHR agonist	0.8	-0.3	3.4	0.3	.	1.9	-0.2&-0.3&0.1
